Assay outcomes deposited in PubChem BioAssay by National Center for Advancing Translational Sciences (NCATS).
Abeta rescue: qHTS for compounds that reverse cellular toxicity of Amyloid beta (A-beta) peptide in yeast: Primary Screen | 410,000 tested, 0.063% active | Potency, µM (doses to about 46.1 µM), without a hit: at the highest dose growth rescue, most hits filed as activators | yeast expressing A-beta42, growth rescue, OD600, 48 h; response scale: 0% DMSO, 100% iron-clioquinol control; also: nearly all actives have a fitted effect of over 55% in size
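Yeast growth medium received pinned compounds, then yeast cells expressing toxic A-beta were added; plates incubated at 30 C for 48 hr. Growth read as absorbance at 600 nm, normalized to DMSO and equimolar FeCl3 plus clioquinol controls.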
FUS yeast rescue: qHTS for Suppressors of FUS Proteinopathy: Primary screen using FUS-linked yeast assay. Potency, µM (top dose mostly 76.6 µM), for inactives: at the top dose growth rescue (activation), hits mostly activators. 390,000 tested, 0.24% active. S. cerevisiae FUS-expressing, growth rescue, OD600, 24 h;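 also: plate controls were DMSO vehicle for no effect and reference control for full effect; nearly all actives have a fitted effect of over 55% in size; some results filed as inactive show a strong effect at the top dose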
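Steps: raffinose overnight preculture; dilution to OD 0.005 in 2% galactose minimal medium; compound addition (concentration series); 24hr at 30C, 99% humidity; absorbance read at 600 nm.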
* hit, by the source's call; ? = inconclusive; [ ] = remark or other dose. Calls follow the shape of the dose curve; as a rule, active = well fitted activation curve with a large enough effect; inconclusive = small, poorly fitted or top-dose-only effect; inactive = no such curve, though single readings can be large or run the other way. Potency is read from the fitted curve at half-maximal effect.

SMILES	Abeta rescue	FUS yeast rescue
Cc1nc2ccn(Cc3cccs3)c(=O)c2cc1C(=O)N1CCN(c2ccc(F)cc2)CC1	-10%	27%
CCOC(=O)C1=C(CN2CCN(c3cccc(Cl)c3)CC2)NC(=O)NC1c1ccc(Cl)cc1 (stereo not drawn)	-5%	-30%
CCc1ccc(NC(=O)Cn2c(=O)n(-c3cc(C)cc(C)c3)c(=O)c3oc4ccccc4c32)cc1	-36%[inhibitor]	-3%
COc1ccc(C)cc1NC(=O)c1cn(C)c(=O)c2cc(OC)c(OC)cc12	-19%	13%
CCOC(=O)c1ccc(NC(=O)CN(Cc2ccc(C)cc2)S(=O)(=O)c2ccc(C)cc2)cc1	-5%	28%
Cc1nn(CCCC(=O)NCc2ccc(F)cc2)c(=O)c2c1sc1ccccc12	-15%	-13%
FC(F)(F)c1cccc(-c2nnn3c2nc(NC2CCCCC2)c2ccccc23)c1	-7%	-12%
Cc1ccc2oc(=O)c3cnn(CC(=O)N(C)c4ccc(F)cc4)c3c2c1	6%	-21%
Cc1nn(-c2ccc(N3CCOCC3)nn2)c(C)c1CCC(=O)NCc1ccc(Cl)cc1	8%	18%
COc1cccc(-c2noc(-c3cc4ccccc4oc3=O)n2)c1OC	-11%	-12%
O=C(CSc1n[nH]c(-c2ccccc2Cl)n1)NCc1ccc(F)cc1	0%	5%
Cc1cccc(CNC(=O)Cn2nc(C)c3nn(-c4ccc(Cl)cc4)c(C)c3c2=O)c1	3%	22%
CCc1ccc(Nc2nc(-c3cc4cccc(OC)c4oc3=O)c(CC)s2)cc1	-10%	?
CCOC(=O)C(=O)Nc1nnc2n1CCS2	-2%	-15%
Cc1ccc(Cl)cc1NC(=O)N1CCC(CN2CCCCCC2)CC1	0%	5%
CC(C)c1nc2ccc(C(=O)NCc3ccc(F)cc3)cc2o1	-19%	6%
COc1ccc(C2c3[nH]c4ccc(OC)cc4c3CCN2C(=O)Nc2ccccc2)cc1 (stereo not drawn)	-37%[inhibitor]	?
CCc1nc(Oc2cccc(F)c2)c2oc3ccccc3c2n1	-13%	12%
CCCc1cc(=O)[nH]c(SCc2nc(-c3ccccc3F)no2)n1	-17%	-10%
O=S(=O)(Nc1cccc(F)c1)c1ccc2[nH]c3c(c2c1)CCCCC3	18%	40%
Cc1ccc(NC(=O)c2cnc(N3CCCCC3)c3ccccc23)c(C)c1	-1%	-14%
CCCCOc1ccc(CNC(=O)C2COc3ccc(OC)cc3C2)cc1 (stereo not drawn)	-9%	0%
CCS(=O)(=O)N1CCc2cc(C(=O)NCc3ccccc3)ccc21	-14%	4%
CCc1ccc(NC(=O)Cn2c(=O)n(Cc3ccco3)c(=O)c3cccnc32)cc1	-19%	23%
CCOC(=O)c1c(C)[nH]c(C)c1S(=O)(=O)N1CCCC(C(=O)N2CCN(c3ccccc3)CC2)C1 (stereo not drawn)	3%	26%
Cc1ccc2c(=O)cc(C(=O)Nc3c(C(=O)c4ccccc4)oc4ccccc34)oc2c1	-7%	-3%
CCC(=O)NCc1nc2ccccc2n1Cc1ccccc1	4%	-26%
CCOCCCNC(=O)c1ccc(-n2c(-c3ccccc3)cc3c2CCCC3)cc1	-8%	42%
Oc1c(C(c2cccc(Cl)c2)N2CCOCC2)sc2nc(-c3ccco3)nn12 (stereo not drawn)	-10%	-5%
Cc1cc(C)cc(N(CC(=O)Nc2c(C)cc(C)cc2C)S(=O)(=O)c2c(C)nn(C)c2C)c1	-4%	?
O=S(=O)(NCc1cccc(Br)c1)c1ccc(-c2cc(C(F)(F)F)on2)s1	3%	-6%
O=C(NCc1ccccc1F)C(=O)NCC(c1ccco1)S(=O)(=O)c1cccs1 (stereo not drawn)	-7%	-12%
COc1ccc(S(=O)(=O)n2nc(-c3ccco3)nc2NCc2ccc(OC)c(OC)c2)cc1	-9%	42%
COc1cccc(NS(=O)(=O)c2ccc3c(c2)N(C)C(=O)CC(=O)N3C)c1	-12%	1%
CCn1cc(C(=O)OCC(=O)Nc2ccc(F)cc2F)c(=O)c2ccc(C)nc21	-6%	-10%
COc1ccc(Br)cc1Cn1nnc(C(=O)Nc2ccc(C)cc2C)c1N	-7%	-24%
CCOC(=O)c1scc(-c2ccc(C)cc2)c1S(=O)(=O)N1CCN(c2ccccc2F)CC1	-5%	14%
COc1ccc(NC(=O)Cn2c(=O)nc(-c3ccccc3)c3ccccc32)cc1OC	0%	-7%
COc1ccccc1-n1c(=O)c2c3c(sc2n(Cc2ccccc2F)c1=O)CN(C(C)=O)CC3	-2%	11%
Cc1c(Cl)cccc1-n1ncc(C(=O)Nc2ccc(F)cc2F)c1C1CCN(C(=O)OC(C)(C)C)CC1	15%	44%
Cc1ccc(NC(=O)CSc2nnc(C)n3c2cc2sccc23)c(C)c1	9%	-23%
O=C(NCc1ccc(F)cc1)c1cc2n(n1)CCCN(Cc1ccc(F)cc1)C2=O	12%	8%
O=C(CSCc1ccc(F)cc1)N1CCc2c([nH]c3ccccc23)C1c1ccc(Cl)cc1 (stereo not drawn)	4%	17%
Cc1ccc2c(c1)cc1c(=O)n(CC(=O)N3CCCCC3)nc(C)n12	-22%	23%
Cc1oc(-c2cccc(Cl)c2)nc1Cn1c(SCc2ccc(F)cc2)nc2cccnc21	?	22%
COc1cccc(-n2c(=O)c3cc(OC)c(OC)cc3n(CC(=O)Nc3ccccc3)c2=O)c1	-22%	13%
COc1ccc(C(=O)OCc2cc(=O)n3nc(C4CC4)sc3n2)cc1OC	-12%	9%
CCCCN(CC)CCCNC(=O)c1sc2nc(C)cc(C)c2c1-n1cccc1	-12%	14%
CCCc1noc(-c2ccc(N3CCCCC3)c([N+](=O)[O-])c2)n1	-11%	7%
COc1nc(-c2ccc(C)cc2)ccc1-c1noc(-c2ccc(C(C)(C)C)cc2)n1	-9%	-25%

More results follow:
SMILES	Abeta rescue	FUS yeast rescue
Cc1ccc2scc(N3CCC(C)CC3)c(=O)c2c1	19%	22%
COc1cccc(CNC(=O)Cc2csc3nc(-c4ccccc4)cn23)c1	?	22%
CCOc1ccc(CNC(=O)CN2C(=O)CCn3nc(-c4cn(C)c5ccccc45)cc32)cc1OC	-10%	17%
COc1cccc(N2CCN(C(=O)c3nc(-c4ccc(Cl)cc4)n4c3CCCCC4)CC2)c1	-34%[inhibitor]	?
Cc1cc2oc(=O)c(CC(=O)NCCc3ccccc3)c(C)c2c2occ(C(C)(C)C)c12	4%	21%
Cc1ccc(N2CCN(C(=O)C3CCN(c4ncnc5c4nc4n5CCCCC4)CC3)CC2)c(C)c1	-13%	9%
CCCCN(CCCC)CCCNC(=O)c1cc(-c2ccc(Cl)s2)nc2ccccc12	0%	8%
COCCCNC(=O)c1cnc2sc(N3CCCCCC3)nn2c1=O	-7%	7%
COc1cc(NC(=O)c2c3c(nc4ccccc24)C(=O)N(C2CCCCC2)C3)cc(OC)c1	-17%	1%
Cc1c(CCNC(=O)c2ccc(Br)o2)sc2nc(-c3ccc(Cl)cc3)nn12	-41%	-23%
O=C(Nc1ccc2c(c1)CCCN2C(=O)c1cccs1)c1ccccc1C(F)(F)F	8%	29%
CC1CCN(S(=O)(=O)c2ccc3c(ccn3CC(=O)NCc3ccc(N(C)C)cc3)c2)CC1	-16%	9%
O=C(CSc1nc(=O)[nH]c2c1CCCC2)NCc1ccccc1	-4%	-1%
Cc1ccc(-n2ncc3c(NC4CCCCC4)ncnc32)cc1Cl	0%	-14%
CSc1cccc(NC(=O)Nc2ccccc2OCc2cc(=O)n3cc(C)ccc3n2)c1	0%	5%
CCOc1ccc(NC(=O)CSc2nc3c(oc4ccccc43)c(=O)n2-c2ccccc2C)cc1	-17%	?
Cc1cccc(CN2C(=O)c3ccccc3S(=O)(=O)c3ccc(C(=O)N4CCCC4)cc32)c1	-2%	12%
CCc1cccc(NC(=O)C(Cc2ccccc2)NS(=O)(=O)c2ccc3c(c2)oc(=O)n3C)c1 (stereo not drawn)	-11%	20%
CCN1c2ccccc2-c2nc(SCC(=O)Nc3cccc(C(F)(F)F)c3)ncc2S1(=O)=O	-1%	-26%
Cc1ccccc1CCNC(=O)c1cc2ccccn2n1	-17%	-2%
Cc1c(Cl)cccc1NC(=O)C(=O)NCCc1csc(-c2cccc(F)c2)n1	-10%	-20%
Cc1ccc(S(=O)(=O)NCCc2cn3ccsc3n2)cc1	5%	-8%
CC(Nc1ccc(-c2nc(-c3cccnc3)no2)cc1[N+](=O)[O-])c1ccccc1 (stereo not drawn)	-6%	-4%
CCCC12CN3CC(C)(CN(C1)C3c1cn(CC)c3ccccc13)C2=O (stereo not drawn)	-9%	-29%
COc1ccc(-c2nn3c(-c4ccc(OC)cc4)nnc3c3ccccc23)cc1	-11%	-12%
Cc1ccc(NC(=O)CCCc2nc(-c3ccco3)no2)cc1Cl	-35%[inhibitor]	4%
Cc1nc2scc(C)n2c(=O)c1S(=O)(=O)Nc1cccc(C(F)(F)F)c1	-38%	7%
Cc1ccc(C)c(N2CCN(S(=O)(=O)c3ccc4c(c3)n(C)c(=O)c(=O)n4C)CC2)c1	2%	-14%
CN1CCN(C(=O)c2cnn(-c3cccc(F)c3)c2C2CCN(C(=O)OC(C)(C)C)CC2)CC1	-15%	-1%
Cc1ccc(CNC(=O)c2cccc(N3CCCS3(=O)=O)c2)cc1	-11%	-8%

Of the compounds above, 4 have a tert-butyl group:
SMILES	Abeta rescue	FUS yeast rescue
Cc1c(Cl)cccc1-n1ncc(C(=O)Nc2ccc(F)cc2F)c1C1CCN(C(=O)OC(C)(C)C)CC1	15%	44%
COc1nc(-c2ccc(C)cc2)ccc1-c1noc(-c2ccc(C(C)(C)C)cc2)n1	-9%	-25%
Cc1cc2oc(=O)c(CC(=O)NCCc3ccccc3)c(C)c2c2occ(C(C)(C)C)c12	4%	21%
CN1CCN(C(=O)c2cnn(-c3cccc(F)c3)c2C2CCN(C(=O)OC(C)(C)C)CC2)CC1	-15%	-1%

Following part.
SMILES	Abeta rescue	FUS yeast rescue
COc1ccccc1NC(=O)c1nn(C)c2c1CS(=O)(=O)c1ccccc1-2	6%	0%
CCOC(=O)C1CCN(c2ncnc3c2c(-c2ccccc2)cn3-c2ccc(Cl)cc2)CC1	0%	-2%
Cc1ccc(CNC(=O)c2ccc(CS(=O)(=O)Cc3ccc(C)cc3)o2)cc1	-8%	-10%
COc1ccc(OC)c(S(=O)(=O)Nc2cc3c(C(C)=O)c(C)oc3c3ccccc23)c1	17%	?
O=C(Cc1csc2ccccc12)NCc1ccc(F)cc1	13%	24%
COc1ccc(CNC(=O)c2cccn2-c2nnc(N3CCCC3)s2)c(OC)c1	10%	12%
O=C(Nc1cccc(NC(=O)c2ccccc2Cl)c1)c1cccc(Br)c1	-12%	18%
CCc1ccc(NC(=O)Cn2c3ncccc3c(=O)n2-c2ccc(C)c(C)c2)cc1	-14%	4%
CCCN1CCN(c2ncnc3sc(C(=O)Nc4c(C)cc(C)cc4C)c(C)c23)CC1	-9%	13%
CCc1ccc(NC(=O)CN2CCN(C3CCCCC3)C(=O)C2=O)cc1	-5%	35%
CC1CCC(N2CC(=O)N(C3CCCCC3)C(c3ccc(Cl)cc3)C2=O)CC1 (stereo not drawn)	-3%	8%
Cc1ccc(N2CC(NC(=O)C3CCCC3)CC2=O)cc1C (stereo not drawn)	-8%	-10%
Cc1ccc(Cl)cc1NC(=O)c1csnn1	-17%	-16%
Cc1cc(Br)ccc1NC(=O)c1c(C)oc2ncnc(N3CCCCC3)c12	-20%	26%
O=C(Nc1nc(-c2ccc(Br)cc2)ns1)c1ccc(F)cc1	-25%	3%
CCOc1ccc(C(=O)c2cnc3ccc(Cl)cc3c2S(=O)(=O)c2ccc(C)cc2)cc1	0%	-1%
CN(C)CCN(Cc1ccccc1)S(=O)(=O)c1ccc(-c2cc(C(F)(F)F)on2)s1	-3%	38%
Cc1cc(NC(=O)C2CCC(CNS(=O)(=O)c3ccc(Br)s3)CC2)ccc1Br (stereo not drawn)	-11%	-11%
COc1cccc(-n2ccnc2SCC(=O)Nc2c(C)cc(C)cc2C)c1	-17%	38%
CCNC(=O)CC1C(=O)N(c2ccc(F)cc2)C(=O)N1Cc1ccc(OC)c(OC)c1 (stereo not drawn)	-14%	-38%

Single records, from the list above. Order of values: Abeta rescue	FUS yeast rescue
Profile of COc1cccc(-n2ccnc2SCC(=O)Nc2c(C)cc(C)cc2C)c1 → -17%	38%
Profile of CCOC(=O)C(=O)Nc1nnc2n1CCS2 → -2%	-15%
Profile of COc1cccc(NS(=O)(=O)c2ccc3c(c2)N(C)C(=O)CC(=O)N3C)c1 → -12%	1%
Profile of CCOc1ccc(C(=O)c2cnc3ccc(Cl)cc3c2S(=O)(=O)c2ccc(C)cc2)cc1 → 0%	-1%

New compounds follow:
SMILES	Abeta rescue	FUS yeast rescue
CC1=C(C(=O)OC2CCCCCC2)C(c2c(Cl)cccc2Cl)CC(=O)N1 (stereo not drawn)	-7%	23%
Cc1c(C)n(Cc2ccc(Cl)cc2)c2ccc(C(=O)NCCc3ccc(S(N)(=O)=O)cc3)cc12	-15%	6%
Cc1ccc(-c2nnc(Nc3ccccc3)c3ccccc23)cc1S(=O)(=O)NCc1nc2ccccc2[nH]1	-5%	?
c1ccc(N2CCN(Cc3nnc(-c4ccc5c(c4)OCO5)o3)CC2)cc1	-5%	2%

A portion of the library (hit frequency here may not be typical).
